Compound activity: PubChem, Broad Institute
S100A4 inh HTS: inhibitors of S100A4-myosin IIA peptide binding, primary screen, biochemical, fluorescence polarization, TAMRA-MyoIIA peptide | inhibition, % at 10.7 µM | Protein S100-A4 (Homo sapiens), P26447 | 360,000 tested, 0.14% active;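 active means mean inhibition of at least 70% across replicates, with every replicate also reaching that level; inconclusive means mean inhibition reaches 70% but some replicates fall short; inactive means mean inhibition below 70%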
Target sequence (P26447 whole entry, looked up): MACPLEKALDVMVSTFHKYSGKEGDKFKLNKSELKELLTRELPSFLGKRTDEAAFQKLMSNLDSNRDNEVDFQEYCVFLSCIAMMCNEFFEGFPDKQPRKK
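Material: human S100A4 monomer with TAMRA-labelled myosin IIA peptide; buffer or medium: HEPES pH 7.2 with CaCl2, KCl, NaCl, DTT, Triton; compound dosing: one concentration per compound; schedule: 5 min incubation before reading; benchmarks: neutral control DMSO, positive control TFP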
SIRT5 block: SIRT5 desuccinylase inhibitors, primary screen, biochemical, fluorescence imaging, single point, set 5. Purified SirT5, succinyl-peptide AMC, trypsin-coupled fluorescence. 330,000 tested, 1.1% active. inhibition, % at 15 µM. NAD-dependent protein deacylase sirtuin-5, mitochondrial (Homo sapiens), Q9NXA8; in the data active means inhibition above about 15%; inconclusive means no clear call, values can overlap the other calls
Target sequence (Q9NXA8 whole entry, looked up): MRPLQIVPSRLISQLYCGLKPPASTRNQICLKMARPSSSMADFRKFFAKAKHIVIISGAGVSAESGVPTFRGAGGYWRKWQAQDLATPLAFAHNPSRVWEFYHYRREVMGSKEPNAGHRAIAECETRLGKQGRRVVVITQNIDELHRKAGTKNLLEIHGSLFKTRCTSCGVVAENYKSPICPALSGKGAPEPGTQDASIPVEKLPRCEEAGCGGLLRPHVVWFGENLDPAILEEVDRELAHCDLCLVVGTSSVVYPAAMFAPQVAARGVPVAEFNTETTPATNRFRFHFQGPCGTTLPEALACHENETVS
C2C12 statin: suppressors of statin myotoxicity in C2C12 myotubes, primary screen, cell-based, single point, plate reader. C2C12 myotubes + simvastatin, ATP luminescence, 48 h; scaled: DMSO 0, geranylgeraniol control 100. rescue of ATP level, % at 7.49 µM. 330,000 tested, 0.78% active. AID 602340, 2012;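 active means mean ATP rescue above about 67%, or every replicate alone reaching that limit, limit read from the data, passing the limit was not always enough; inconclusive means no clear call, values can overlap the other calls; inactive means mean under the limit and some replicate under it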;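 further: myotubes were challenged with 10 µM simvastatin during compound exposure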
DENV2 CPE: inhibitors of DENV2 cytopathic effect, primary screen, cell-based, plate reader, single concentration | CPE inhibition, % at 9.99 µM | DENV2-infected cells, cytopathic effect rescue | 350,000 tested, 1.7% active; in the data active means CPE inhibition above about 20%, passing the limit was not always enough; inconclusive means no clear call, values can overlap the other calls; tested in BHK-21 cells;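 further: 0% = median of neutral control wells and 100% = median of positive control wells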
E-selectin induc: E-selectin induction in HUVECs, primary screen, imaging, HUVEC, immunofluorescence imaging, single point; P16581; normalized: neutral wells 0, TNF-alpha wells 100; activation, % at 7.58 µM; 260,000 tested, 0.37% active; AID 686992, 2013;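 active means mean E-selectin-positive cell signal at least 10% of the positive control, reached in at least 60% of replicates, without over 20% cell loss; inconclusive means no rule given, readout overlaps actives, possibly toxicity-flagged; inactive means the rest, including those meeting only one limit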;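 further: in these data hits start at about 27%; measured in HUVEC primary endothelial cells; signal is the percent of cells scored E-selectin positive by PE staining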
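Read-out basis: % PE-positive cells; Test system: HUVEC primary endothelial cells; Technique: immunofluorescence imaging; Dosing: single-point compound dose.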
PglD inh: C. jejuni PglD acetyltransferase inhibitors, primary screen, biochemical, DTNB colorimetric, single point | purified PglD enzyme, DTNB colorimetric CoA detection | 360,000 tested, 0.098% active | inhibition, % at 12.5 µM; in the data active means inhibition above about 16%, passing the limit was not always enough; inconclusive means no clear call, values can overlap the other calls; further: strong numbers were not always called active
ERp5 block: inhibitors of ERp5-driven insulin aggregation, primary screen, biochemical, turbidity, absorbance 650 nm, single point; Protein disulfide-isomerase A6 (Homo sapiens), Q15084; 90 min; inhibition, % at 9.99 µM; 350,000 tested, 0.05% active; AID 651711, 2012;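 active means mean replicate inhibition above about 25%, with every replicate also reaching it, limit read from the data, passing the limit was not always enough; inconclusive means only one of those two criteria met; inactive means neither criterion met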
Target sequence (Q15084 whole entry, looked up): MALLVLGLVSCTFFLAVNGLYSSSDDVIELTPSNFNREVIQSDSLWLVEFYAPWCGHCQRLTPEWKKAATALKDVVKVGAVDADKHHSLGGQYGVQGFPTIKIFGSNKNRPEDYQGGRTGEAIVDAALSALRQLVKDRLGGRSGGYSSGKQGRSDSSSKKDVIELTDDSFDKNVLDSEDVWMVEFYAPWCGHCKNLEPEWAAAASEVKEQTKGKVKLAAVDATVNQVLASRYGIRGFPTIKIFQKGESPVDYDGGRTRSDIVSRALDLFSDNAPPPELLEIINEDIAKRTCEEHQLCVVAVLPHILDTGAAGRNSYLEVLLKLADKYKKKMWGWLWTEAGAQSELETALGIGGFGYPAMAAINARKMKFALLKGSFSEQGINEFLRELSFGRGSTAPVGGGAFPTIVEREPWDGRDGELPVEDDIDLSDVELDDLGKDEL
Starred values were filed as active, the others as inactive.

The opening two entries, to show the layout:
CC(=O)Nc1ccc(NC(=O)CN(C)S(=O)(=O)c2ccc3nc(C)sc3c2)cc1 was read as S100A4 inh HTS 0, SIRT5 block 1, DENV2 CPE -3 and ERp5 block -4.
`OC(Cc1nc2ccccc2[nH]1)c1ccccc1Cl` (stereo not drawn) gave S100A4 inh HTS -2, SIRT5 block 1, C2C12 statin -9, DENV2 CPE -13, PglD inh 5 and ERp5 block -2.

This part in full, previewed entries included:
CC(=O)Nc1ccc(NC(=O)CN(C)S(=O)(=O)c2ccc3nc(C)sc3c2)cc1 was read as S100A4 inh HTS 0, SIRT5 block 1, DENV2 CPE -3 and ERp5 block -4.
`OC(Cc1nc2ccccc2[nH]1)c1ccccc1Cl` (stereo not drawn) gave S100A4 inh HTS -2, SIRT5 block 1, C2C12 statin -9, DENV2 CPE -13, PglD inh 5 and ERp5 block -2.
`COc1ccc(CC2(c3ccccc3)NC(=O)NC2=O)cc1` (stereo not drawn) gave S100A4 inh HTS 0, C2C12 statin 2, DENV2 CPE 4, E-selectin induc -0.2, PglD inh -2 and ERp5 block 0.
CN1C(=O)c2cc(NC(=O)Cc3cccs3)ccc2OC[C@@H]2O[C@H](CC(=O)NCCc3ccncc3)CC[C@@H]21 was read as S100A4 inh HTS 1, SIRT5 block -5, C2C12 statin -10, DENV2 CPE 1, E-selectin induc -0.2, PglD inh 2 and ERp5 block -1.
For CN(C)CCCOC(=O)c1sc2ccccc2c1Cl the results were S100A4 inh HTS 3, SIRT5 block -2, DENV2 CPE 0 and ERp5 block 0.
COc1ccc(CC(=O)NNC(=O)[C@@H]2CCCC[C@@H]2C(=O)O)cc1 was read as S100A4 inh HTS 2, SIRT5 block 0, C2C12 statin 5, DENV2 CPE -1, E-selectin induc -0.2, PglD inh 2 and ERp5 block -2.
For Cc1ccc(S(=O)(=O)N2C[C@@H](O)COC[C@H]3O[C@@H](CC(=O)NCCN4CCCCC4)CC[C@@H]32)cc1 the results were S100A4 inh HTS -2, SIRT5 block 0, C2C12 statin 6, DENV2 CPE 67*, E-selectin induc 0.0, PglD inh 0 and ERp5 block -4.
Screening C[C@@H]1CCCCO[C@@H](CN(C)S(=O)(=O)c2ccc(Cl)cc2)[C@@H](C)CN([C@H](C)CO)C(=O)c2cc(NC(=O)NC3CCCCC3)ccc2O1 returned S100A4 inh HTS -21, SIRT5 block 6, DENV2 CPE -6, E-selectin induc -0.1, PglD inh -1 and ERp5 block 1.
Screening Cc1noc(C)c1S(=O)(=O)Nc1ccc2c(c1)CC(=O)N([C@H](C)CO)C[C@H](C)[C@H](CN(C)Cc1ccccc1)O2 returned S100A4 inh HTS -9, SIRT5 block -2, C2C12 statin -2, DENV2 CPE -7, E-selectin induc 1.0, PglD inh -3 and ERp5 block -2.
COc1ccc2oc(=O)c(C(C)=O)cc2c1 was read as S100A4 inh HTS -4, C2C12 statin -1, PglD inh -5 and ERp5 block -1.
`Cc1ccc(C(=O)Nn2cnc3ccccc3c2=O)cc1C` gave S100A4 inh HTS -4, SIRT5 block -2, C2C12 statin 2, DENV2 CPE 2, PglD inh 2 and ERp5 block 1.
COc1ccc(S(=O)(=O)N2CCN(CC(=O)Nc3c(C)n[nH]c3C)CC2)cc1OC was read as S100A4 inh HTS -8, SIRT5 block -1, DENV2 CPE -8, E-selectin induc 1.4 and ERp5 block 2.
`COc1ccc2c3c(n(C)c2c1)[C@H](CO)N(C(=O)CC1CC1)CC31CN(C(=O)C2CCC2)C1` gave S100A4 inh HTS 14, SIRT5 block -3, DENV2 CPE 4, E-selectin induc -0.6 and ERp5 block 6.
Screening CC(Sc1nnc(CC(=O)Nc2ccccc2F)n1C)C(=O)Nc1nccs1 (stereo not drawn) returned S100A4 inh HTS 2, SIRT5 block -2, C2C12 statin 0, DENV2 CPE 19, PglD inh -3 and ERp5 block -1.
O=C(C[C@@H]1CC[C@@H]2[C@H](COC[C@H](O)CN2Cc2cc(F)ccc2F)O1)N1CCc2ccccc2C1 was read as S100A4 inh HTS 2, SIRT5 block 1, C2C12 statin 58, DENV2 CPE -1, E-selectin induc -0.1, PglD inh -14 and ERp5 block 1.
`O=C(c1cccnc1)N1C[C@@H]2[C@H](c3ccccc31)[C@H](CO)N2CC1CCCCC1` gave S100A4 inh HTS 4, SIRT5 block 6, C2C12 statin -14, DENV2 CPE 29*, E-selectin induc -0.6, PglD inh 0 and ERp5 block 8.
For C[C@H](CO)N1C[C@H](C)[C@H](CN(C)Cc2ccccc2C(=O)O)OCc2cnnn2CCCC1=O the results were S100A4 inh HTS 4, SIRT5 block 0, C2C12 statin 7, DENV2 CPE 11, E-selectin induc -0.1, PglD inh -2 and ERp5 block 0.
`Cc1cc(-c2nnc(SCC(=O)Nc3nc(-c4ccc(Cl)cc4)cs3)o2)no1` gave S100A4 inh HTS 6, SIRT5 block 0, DENV2 CPE 1, E-selectin induc -0.3, PglD inh -1 and ERp5 block 4.
For Cc1cccc(OCC(=O)Nc2ccc3oc(=O)ccc3c2)c1 the results were S100A4 inh HTS 6, SIRT5 block -4, C2C12 statin -3, DENV2 CPE 2, E-selectin induc -0.1, PglD inh -7 and ERp5 block -3.
`CCCC1=NN(C(=O)C(=O)Nc2ccc(Br)cc2)C(O)(C(F)(F)F)C1` (stereo not drawn) gave S100A4 inh HTS 2, SIRT5 block 3, DENV2 CPE -4, E-selectin induc 0.7 and ERp5 block -6.

Pulled by structure from above, 2 records:
`Cc1cc(-c2nnc(SCC(=O)Nc3nc(-c4ccc(Cl)cc4)cs3)o2)no1` gave S100A4 inh HTS 6, SIRT5 block 0, DENV2 CPE 1, E-selectin induc -0.3, PglD inh -1 and ERp5 block 4.
COc1ccc(S(=O)(=O)N2CCN(CC(=O)Nc3c(C)n[nH]c3C)CC2)cc1OC was read as S100A4 inh HTS -8, SIRT5 block -1, DENV2 CPE -8, E-selectin induc 1.4 and ERp5 block 2.

Continuation.
For COc1ccc(C(=O)N(C)C(C)c2ccon2)cc1OC1CCN(C(C)C)CC1 (stereo not drawn) the results were S100A4 inh HTS 3, SIRT5 block 6, C2C12 statin 2, DENV2 CPE 18, E-selectin induc 0.7, PglD inh 2 and ERp5 block 9.
CC1(C(=O)NS(=O)(=O)C2CC2)CCCN(C(=O)COc2ccc(Cl)cc2Cl)C1 (stereo not drawn) was read as S100A4 inh HTS -1, C2C12 statin 3, DENV2 CPE -6, PglD inh 9 and ERp5 block -3.
For Cc1ccc(C(O)CN2C3=NCCCN3c3ccccc32)cc1 (stereo not drawn) the results were S100A4 inh HTS -4, SIRT5 block -1, C2C12 statin -11, DENV2 CPE -4, PglD inh 4 and ERp5 block 4.
`C/C=C/c1cnc2c(c1)C(=O)N([C@@H](C)CO)C[C@@H](C)[C@H](CN(C)C(=O)c1cnccn1)O2` gave S100A4 inh HTS 17, SIRT5 block -3, C2C12 statin -6, DENV2 CPE -2, E-selectin induc -0.1, PglD inh 0 and ERp5 block -4.
CC1=C(C(=O)OCCBr)C(c2cccc3ccccc23)NC(=O)N1 (stereo not drawn) was read as S100A4 inh HTS -3, SIRT5 block -1, DENV2 CPE inconclusive, E-selectin induc 0.1 and ERp5 block 1.
For CC1(C(=O)NS(=O)(=O)C2CC2)CCCN(C(=O)c2cccc(C(F)(F)F)c2)C1 (stereo not drawn) the results were S100A4 inh HTS 0, C2C12 statin -1, DENV2 CPE inconclusive, E-selectin induc -0.1, PglD inh -1 and ERp5 block -6.
COc1ccc(CCNC(=O)Cn2c(=O)c3cccn3c3cccnc32)c(OC)c1OC was read as S100A4 inh HTS 1, SIRT5 block 1, C2C12 statin -5, DENV2 CPE 0, E-selectin induc 1.3, PglD inh 2 and ERp5 block 7.
Screening CCOC(=O)Cc1cc(=O)[nH]c(=O)[nH]1 returned S100A4 inh HTS -22, SIRT5 block 1, DENV2 CPE 4 and ERp5 block 5.
For COCCN=C1NC(=O)C(CC(=O)Nc2cccc(Cl)c2C)S1 (stereo not drawn) the results were S100A4 inh HTS -4, SIRT5 block -2, DENV2 CPE 8 and ERp5 block 0.
`CCCNC(=O)Nc1ccc2c(c1)OC[C@@H](C)N(Cc1cncnc1)C[C@H](C)[C@H](OC)CN(C)C2=O` gave S100A4 inh HTS 4, SIRT5 block -7, C2C12 statin -9, DENV2 CPE 3, E-selectin induc 0.1, PglD inh 6 and ERp5 block 3.
Screening CCc1nn(CC(=O)NCCCN(C)Cc2ccccc2)c(=O)c2cc3sc(C)cc3n12 returned S100A4 inh HTS -16, SIRT5 block -5, C2C12 statin 10, DENV2 CPE -3, PglD inh 0 and ERp5 block 1.
Screening O=C(Nc1ccccc1Cl)c1cc(C2CCCN(C(=O)c3ccc4c(c3)CCO4)C2)on1 (stereo not drawn) returned S100A4 inh HTS -2, SIRT5 block -2, C2C12 statin 0, DENV2 CPE -7, E-selectin induc -0.3, PglD inh 3 and ERp5 block 1.
For C=CCNc1nc(NCCOC)c2sc(-c3ccccc3)cc2n1 the results were S100A4 inh HTS -28, SIRT5 block -1, C2C12 statin -44, DENV2 CPE -10, E-selectin induc -0.3, PglD inh -1 and ERp5 block 3.
Screening Cc1ccc(NC(=O)Cc2nnc(SCC(=O)Nc3nncs3)n2C)cc1 returned S100A4 inh HTS 0, SIRT5 block 18*, C2C12 statin 3, DENV2 CPE -4, E-selectin induc 2.3, PglD inh 2 and ERp5 block 1.
For O=C(COC(=O)CC1CCCCC1)Nc1c(Cl)cccc1Cl the results were S100A4 inh HTS -1, SIRT5 block 7, C2C12 statin -4, DENV2 CPE 2, PglD inh -1 and ERp5 block -8.
`O=c1ccc2c(o1)/C(=C/C=C(Cl)Cl)CCC2` gave S100A4 inh HTS 58, C2C12 statin -7 and PglD inh -4.
CCOc1cc(C(=O)OCc2ccc([N+](=O)[O-])cc2)ccc1OCC(=O)N1CCOCC1 was read as S100A4 inh HTS -3, SIRT5 block -1, C2C12 statin 0, DENV2 CPE 4, E-selectin induc 0.7, PglD inh 4 and ERp5 block -2.
Screening Cc1ccc(NC(=O)COC(=O)/C=C/c2ccccc2)cc1S(=O)(=O)N1CCOCC1 returned S100A4 inh HTS -6, SIRT5 block -2, C2C12 statin 4, E-selectin induc 2.0, PglD inh 3 and ERp5 block -1.
Screening O=C(O)CN1C(=O)/C(=C\c2cc(Br)ccc2OCc2ccccc2Cl)SC1=S returned S100A4 inh HTS -3, SIRT5 block 11, C2C12 statin 6, DENV2 CPE 5, E-selectin induc -0.1, PglD inh 2 and ERp5 block 1.
COCC(=O)N1C[C@H](C)[C@@H](OC)CN(C)C(=O)c2ccc(NC(=O)c3cnccn3)cc2OC[C@H]1C was read as S100A4 inh HTS 7, SIRT5 block -2, C2C12 statin -1, DENV2 CPE 1, E-selectin induc 0.2, PglD inh 0 and ERp5 block -3.
Screening COc1ccc(Cl)cc1-c1cc(C(=O)NCc2ccccc2)[nH]n1 returned S100A4 inh HTS -2, C2C12 statin -3, DENV2 CPE -4, E-selectin induc 0.1, PglD inh 2 and ERp5 block 5.
For CCCCC(CC)CNC(=O)c1ncn[nH]1 (stereo not drawn) the results were S100A4 inh HTS 1, SIRT5 block 0, C2C12 statin -9, DENV2 CPE 3, PglD inh -6 and ERp5 block -2.
`C[C@@H]1CCCCO[C@@H](CN(C)S(=O)(=O)c2cccs2)[C@@H](C)CN([C@H](C)CO)C(=O)c2cc(NC(=O)CCCN(C)C)ccc2O1` gave S100A4 inh HTS 3, SIRT5 block 1, E-selectin induc 0.1, PglD inh 3 and ERp5 block -3.

A portion of the library, so the mix of outcomes need not match the whole.
